Screening data from PubChem BioAssay.
D3 antag: qHTS of D3 Dopamine Receptor Antagonist: qHTS. D(3) dopamine receptor (Homo sapiens), P35462. D3R cells, DiscoveRx beta-arrestin luminescence, antagonist mode; active compounds read low. max response, negative = inhibition, %. actives 2.5% (n = 360,000). AID 652054, 2013; in the data active = max response below about -50%; inconclusive = no clear call, values can overlap the other calls; also: % is scaled to controls: 0 for no effect and ±100 for the full control effect; mostly tested at two doses, the higher about 12 µM
Target sequence (P35462 whole entry, looked up): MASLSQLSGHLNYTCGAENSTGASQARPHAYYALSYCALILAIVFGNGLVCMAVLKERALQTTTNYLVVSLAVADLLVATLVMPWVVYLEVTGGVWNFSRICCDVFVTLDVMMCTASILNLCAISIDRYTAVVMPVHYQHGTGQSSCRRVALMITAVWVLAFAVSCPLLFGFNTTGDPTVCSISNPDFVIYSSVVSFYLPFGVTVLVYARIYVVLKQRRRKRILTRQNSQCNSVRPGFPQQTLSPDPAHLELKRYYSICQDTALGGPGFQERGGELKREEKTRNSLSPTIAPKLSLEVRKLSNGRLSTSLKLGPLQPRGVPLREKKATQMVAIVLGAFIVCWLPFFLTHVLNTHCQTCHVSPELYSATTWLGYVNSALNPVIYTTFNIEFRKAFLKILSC
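Cells plated overnight at 1500 cells/well, then exposed to library compounds with dopamine controls for 90 minutes at 37 degrees C. DiscoveRx reagent added for 30–60 minutes at room temperature; luminescence read, quantitative HTS format.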
KB-V1 cytotox: qHTS assay for MDR1-selective chemotherapeutics: Primary screen using the drug-selected MDR subline cells KB-V1; KB-V1 MDR cells viability, CellTiter-Glo, 72 h; Potency, µM (top dose mostly 46.1 µM), without a hit: at the highest dose activity change, negative = cytotoxicity, usual class: cytotoxic; actives 3.4% (n = 400,000); AID 1347076, 2019; also: potency is read from the fitted curve at half-maximal effect; % is scaled to controls: 0 for no effect and ±100 for the full control effect; nearly all actives have a fitted effect of over 60% in size
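KB-V1 MDR subline cells in DMEM (phenol-red free, 10% FBS) exposed to compounds in qHTS concentration series for 72 h at 37 degrees C. Viability read by CellTiter-Glo luminescence; concentration-effect curves fitted after normalization and correction.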
KB-3-1 tox: qHTS assay for MDR1-selective chemotherapeutics: Primary screen using the parental adenocarcinoma cell KB-3-1 | Potency, µM (highest dose often 46.1 µM), without a hit: top-dose activity change, negative = cytotoxic, usual class: cytotoxic | actives 1.4% (n = 400,000) | AID 1347075, 2019 | KB-3-1 viability, CellTiter-Glo ATP luminescence, 72 h; also: potency is read from the fitted curve at half-maximal effect; % is scaled to controls: 0 for no effect and ±100 for the full control effect; nearly all actives have a fitted effect of over 60% in size
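KB-3-1 parental drug-naive adenocarcinoma cells in DMEM/10% FBS, incubated 72 h at 37 C with pin-transferred compounds across a concentration series. Viability by CellTiter-Glo luminescence; concentration-response curves fitted after normalization.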
GLP-1R agonist: qHTS of GLP-1 Receptor Agonists | actives 0.007% (n = 380,000) | AID 624172, 2012 | Potency, µM (top dose mostly 45.6 µM), without a hit: at the top dose activation, most hits filed as activators | HEK293 GLP-1R CRE-luciferase, luminescence, 4-6 h; cells express a hypersensitive GLP-1R form | Glucagon-like peptide 1 receptor (Homo sapiens), P43220; also: potency is read from the fitted curve at half-maximal effect; % of control where 0% means no effect
Target sequence (P43220 whole entry, looked up): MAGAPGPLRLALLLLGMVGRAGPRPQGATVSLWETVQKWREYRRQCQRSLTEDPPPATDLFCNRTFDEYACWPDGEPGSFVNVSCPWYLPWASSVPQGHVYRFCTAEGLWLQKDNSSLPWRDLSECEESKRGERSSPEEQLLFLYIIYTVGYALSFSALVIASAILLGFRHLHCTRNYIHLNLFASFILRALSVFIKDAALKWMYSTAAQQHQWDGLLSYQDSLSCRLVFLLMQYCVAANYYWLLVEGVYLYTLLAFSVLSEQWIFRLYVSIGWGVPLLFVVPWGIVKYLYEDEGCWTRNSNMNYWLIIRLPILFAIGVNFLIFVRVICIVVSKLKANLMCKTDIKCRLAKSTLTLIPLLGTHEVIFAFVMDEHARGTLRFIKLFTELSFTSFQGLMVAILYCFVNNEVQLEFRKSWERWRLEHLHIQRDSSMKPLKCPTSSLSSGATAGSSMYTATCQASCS
SW480 rereplic: A quantitative high throughput screen for small molecules that induce DNA re-replication in SW480 colon adenocarcinoma cells; SW480 DNA re-replication, Hoechst DNA content imaging, 48 h; Potency, µM (highest dose often 46.1 µM), for inactives: at the highest dose re-replication activation, hits mostly activators; actives 1.8% (n = 340,000); also: potency is read from the fitted curve at half-maximal effect; % of control where 0% means no effect; nearly all actives have a fitted effect of over 55% in size
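250 cells/well; 23 nL cpd via pin tool; 48 hr, 37 C, 5% CO2; Hoechst 40 min; imager read of total nuclear intensity, ex 405/em 500-530 nm.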
HT1080NT lethal: qHTS for induction of synthetic lethality in tumor cells producing 2HG: qHTS for the HT-1080-NT fibrosarcoma cell line | Potency, µM (top dose mostly 46.1 µM), without a hit: at the highest dose activity, negative = less viability, actives largely listed as cytotoxic | actives 1.6% (n = 360,000) | HT-1080-NT fibrosarcoma viability, CellTiter-Glo ATP luminescence, 48 h;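 also: NT is the 2HG producing partner of a matched IDH1 knockdown line; potency is read from the fitted curve at half-maximal effect; 0% = DMSO-treated cells and -100% = media-only wells without cells; nearly all actives have a fitted effect of over 55% in size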
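HT-1080-NT; 750 cells/well; 5% FBS RPMI; 48 h compound, 37 degrees C; CellTiter-Glo luminescence; curve fitting and curve-class assignment.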
D3 ag: qHTS of D3 Dopamine Receptor Agonist: qHTS; AID 652048, 2013; max activation, %; actives 0.58% (n = 410,000); D3R DiscoveRx beta-arrestin cells, luminescence, 90 min; D(3) dopamine receptor (Homo sapiens), P35462; in the data active = max activation above about 30%; also: 0% is about no effect; mostly tested at two doses, the higher about 12 µM
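Cells at 1500/well, incubated overnight, then treated with pinned compounds (dopamine as control) for 90 min at 37 degrees C. DiscoveRx reagent added for 30 - 60 minutes at room temperature; luminescence read.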
IL-1B inflam inh: qHTS for Inhibitors of Inflammasome Signaling: IL-1-beta AlphaLISA Primary Screen; AID 743279, 2014; activity change, % at 57.5 µM; actives 4.7% (n = 360,000); THP-1 LPS/ATP IL-1B secretion, AlphaLISA, 16 h; active compounds read low; in the data active = activity change below about -50%; inconclusive = mostly about -30% to -49%; also: % is scaled to controls: 0 for no effect and ±100 for the full control effect
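THP-1 cells pretreated 1 hr with compounds (up to 57.5 uM final), then stimulated with LPS (250 ng/mL final) plus ATP (1.25 mM final); secreted IL-1B measured by AlphaLISA after 16 hr, decreased signal indicating inhibition.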
HT1080 IDH1KD tx: qHTS for induction of synthetic lethality in tumor cells producing 2HG: qHTS for the HT-1080-IDH1KD cell line | HT-1080 IDH1 knockdown viability, ATP luminescence, 48 h | Potency, µM (doses to about 46.1 µM), without a hit: top-dose activity, negative = toxicity, usual class: cytotoxic | actives 2% (n = 360,000) | AID 686971, 2013;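 also: potency is read from the fitted curve at half-maximal effect; 0% = DMSO wells and -100% = cell-free medium wells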
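CellTiter-Glo luminescence after 48 h compound exposure at 37 degrees C of IDH1-knockdown HT-1080 cells in 5% FBS RPMI. %Activity scaled between DMSO wells and cell-free media wells, with curves fitted and assigned curve classes.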
An asterisk follows results filed as active; ? = inconclusive; · = not tested or not shown; [ ] = remark or other dose. Unless noted, calls follow the shape of the dose curve; as a rule, active = well fitted curve in the direction sought with a large enough effect; inconclusive = small, poorly fitted or top-dose-only effect, or another doubt; inactive = no such curve, though single readings can be large; an effect the other way counts as inactive or inconclusive.

Values run as follows: D3 antag, KB-V1 cytotox, KB-3-1 tox, GLP-1R agonist, SW480 rereplic, HT1080NT lethal, D3 ag, IL-1B inflam inh, HT1080 IDH1KD tx
Cc1ccc(-c2nnc(Oc3cccc(C)c3)c3ccccc23)cc1
  -23.5, 17.7%, -3.3%, -0.8%, -0.6%, 2.9%, -17.2, -74.8*, 1.0%
O=C(NCCN1Cc2ccccc2C1=O)c1cccs1
  -2.5, 29.2%, 4.6%, 5.0%, 1.2%, 26.1%, -1.2, -17.7, 22.5%
CCOC(=O)c1sc(NC(=O)c2ccc(C)o2)nc1C
  -9.1, ?, -27.7%, -3.9%, 0.0%, ?, -4.8, 25.1, ?
O=C(O)c1ccccc1Nc1cccc(OCc2ccc3ccccc3n2)c1
  38.9, 1.2%, 0.0%, -7.2%, -10.4%, 22.6%, 22.0, 37.6, 2.9%
Cc1nnc(N(C)C(=O)c2cnccn2)s1
  -22.2, ?, -0.5%, -1.8%, 10.1%, -8.7%, -8.2, -19.8, 4.5%
Cc1ccccc1C(=O)c1cccn1CC(=O)NCCCc1ccccc1
  -21.4, 2.6%, 1.7%, 0.0%, -16.5%, 1.1%, -3.0, -12.2, -5.0%
CCOC(=O)C1CCN(C(=O)c2ccc3c(c2)OCCO3)CC1
  3.7, -4.5%, -1.4%, 8.1%, -6.4%, -1.5%, -1.3, 19.2, 3.5%
COc1ccccc1CNC(=O)c1ccccc1SCC(=O)NCc1ccco1
  18.7, -2.9%, 13.5%, 1.8%, -2.8%, 11.9%, -1.0, 40.7, 11.6%
CCN1CCN(S(=O)(=O)c2c(C)[nH]c(C)c2C(=O)N2CCCCC2)CC1
  2.1, 12.0%, 10.3%, 4.9%, 0.8%, -0.9%, -1.3, -8.2, 5.8%
CC(NC(=O)c1cccnc1)C(c1cccs1)N1CCN(c2ccccc2F)CC1 (configuration not stated)
  34.3, 9.4%, -6.6%, 22.4%, 54.3%, -21.7%, 0.4, -1.2, -2.8%
Cc1ccc(S(=O)(=O)n2ccc(OC(=O)c3cccs3)n2)cc1
  0.0, -1.8%, 6.3%, 0.3%, -5.9%, -4.1%, -16.5, 42.0, -1.3%
CC(C)Nc1cc(N2CCCC2)ccc1[N+](=O)[O-]
  12.0, -0.3%, 15.9%, 0.4%, 21.6%, 0.0%, 2.0, -1.8, 0.0%
CCc1cccc2c1NC(=O)C21N2CCCC2C(C(=O)c2ccc3ccccc3c2)C12C(=O)Nc1ccccc12 (configuration not stated)
  -17.2, ?, 16.4µM*, 2.0%, ?, -7.0%, 2.2, -104.5*, -10.1%
COc1cc(/C=C2\SC(=S)N(NC(=O)c3ccc(O)c(OC)c3)C2=O)ccc1O
  -74.9*, -1.6%, 7.6%, 12.2%, 6.0%, -8.3%, -16.1, -10.6, -18.8%
CCOc1ccc(/C=C/c2nc3ccccc3n2S(=O)(=O)c2ccc(Br)cc2)cc1
  ·, 29.9%, 2.9%, 5.4%, ·, ·, -18.4, ·, ·

Some of the entries so far, field by field:
> COc1cc(/C=C2\SC(=S)N(NC(=O)c3ccc(O)c(OC)c3)C2=O)ccc1O
  D3 antag: -74.9*
  KB-V1 cytotox: -1.6%
  KB-3-1 tox: 7.6%
  GLP-1R agonist: 12.2%
  SW480 rereplic: 6.0%
  HT1080NT lethal: -8.3%
  D3 ag: -16.1
  IL-1B inflam inh: -10.6
  HT1080 IDH1KD tx: -18.8%
> Cc1nnc(N(C)C(=O)c2cnccn2)s1
  D3 antag: -22.2
  KB-V1 cytotox: ?
  KB-3-1 tox: -0.5%
  GLP-1R agonist: -1.8%
  SW480 rereplic: 10.1%
  HT1080NT lethal: -8.7%
  D3 ag: -8.2
  IL-1B inflam inh: -19.8
  HT1080 IDH1KD tx: 4.5%

Going on with the list:
Values run as follows: D3 antag, KB-V1 cytotox, KB-3-1 tox, GLP-1R agonist, SW480 rereplic, HT1080NT lethal, D3 ag, IL-1B inflam inh, HT1080 IDH1KD tx
COc1ccc2oc(=O)c(C(=O)NCCc3ccc(OC)c(OC)c3)cc2c1
  0.6, 4.0%, 4.3%, -4.1%, 19.1%, 14.7%, -5.8, 17.4, 7.4%
O=C(CCl)Nc1ccc(S(=O)(=O)NC2=NCCCCC2)cc1
  -17.8, 16.4µM*, 14.6µM*, -1.6%, ?, ?, -6.0, -96.2*, 18.4µM*
COc1ccc(OCC(=O)N/N=C/c2cccc3cccnc23)cc1
  -2.2, 14.8%, -6.9%, 14.0%, ?, ?, 2.9, 128.2, ?
O=C(COc1ncnc2ccccc12)NC1CCCCC1
  6.7, -10.1%, 22.8%, 0.0%, -1.1%, -3.3%, -5.6, -10.3, -5.7%
Cc1cc(N(C)C)c(C#N)c(N2CCOCC2)n1
  -29.6, 0.0%, 10.5%, 2.4%, -5.0%, 16.4%, 2.6, -8.4, 18.7%
CCOC(=O)c1ccc(-n2c(=S)sc3c(=O)[nH]c(C)nc32)cc1
  42.2, -22.7%, 19.5%, -4.3%, -18.1%, 2.2%, 51.0*, 35.4, -4.0%
CCN(CC)S(=O)(=O)c1cc(NC(=O)CSCc2c(C)noc2C)ccc1C
  10.4, -19.9%, -18.0%, 9.7%, -8.1%, -4.0%, -0.4, -1.7, -6.8%
CN(C(=O)c1ccc(NC(=O)Cc2cccc(NC(=O)C3CCN(C(=O)C4CC4)CC3)c2)cc1)C1CC1
  15.7, -0.3%, 0.0%, -0.2%, -17.5%, -10.9%, 10.3, -8.7, -10.6%
O=C(CCS(=O)(=O)c1ccc(Br)s1)N1CCc2ccccc21
  -9.0, -0.2%, 11.8%, 9.1%, -1.6%, 3.5%, -41.1, -1.1, -0.1%
CCC/C(O)=C1\C(=O)CC(C)(C)CC1=NCc1ccccc1
  -1.7, 9.0%, ?, 15.2%, -4.8%, 0.0%, 6.2, 11.5, -3.7%
COc1ccc(N2C(=O)c3cccc4cccc(c34)C2=O)cc1
  -2.1, 21.0%, 22.3%, -6.7%, 13µM*, 28.8%, 6.7, 2.5, 15.3%
Cc1nn(C)c(C(=O)N/N=C/c2cccc(Oc3ccccc3)c2)c1Br
  0.9, -8.6%, 8.4%, -0.9%, -0.9%, -18.3%, 0.7, 12.8, -2.9%
Nc1cnn(C2CCCO2)c(=O)n1 (configuration not stated)
  -10.7, 11.0%, -21.1%, -3.1%, -0.9%, 0.4%, -6.5, 9.5, 7.3%
CC(C)(C)OC(=O)[C@H](NC(=O)OCc1ccccc1)c1ccccc1
  5.5, -17.5%, -16.7%, 14.6%, 12.7%, -15.5%, 0.1, -1.1, -3.1%
O=C1C[C@@H]2CCN3C(=O)CCC[C@@H]([C@H]23)[C@@H]1Cc1ccccc1
  16.4, 0.0%, 0.0%, -0.5%, -1.8%, 4.7%, -15.4, 35.6, 5.4%
COc1cc2c(C(=O)N3CCN(c4ccccc4)CC3)c(C)oc2cc1Br
  23.1, ?, ?, -0.6%, ?, ?, -4.1, -26.9, ?
COC(=O)c1[nH]c2ccc(F)cc2c1NC(=O)Nc1ccc(OC)cc1
  ?, 26.0%, 22.0%, 5.8%, 1.3%, -25.9%, 3.1, 11.8, ?
CN(C)CCSc1nc(N)c2c3c(sc2n1)CN(C)CC3
  -11.2, 3.6%, 6.4%, 2.7%, -2.4%, 1.4%, 0.9, 12.0, -0.6%
COc1cccc(OC)c1OCC(C)CNCC1CCCO1 (configuration not stated)
  -66.9*, -16.6%, -9.3%, 2.5%, -6.4%, -15.1%, -17.9, -21.1, -3.7%[9.24 µM]
Cc1ccc(C)c(N2CCN(C(c3ccccc3)c3nnnn3C(C)(C)C)CC2)c1 (configuration not stated)
  -22.7, -1.7%, ?, -2.7%, ·, -27.4%, -6.2, -5.2, -6.5%
CO/N=C/c1ccc(N2CCOCC2)c([N+](=O)[O-])c1
  -5.9, -1.8%, 4.1%, -11.4%, -7.0%, 6.3%, 1.3, 6.7, 13.0%
CN1CCN(S(=O)(=O)c2ccc(N3CCc4ccccc4C3)nc2)CC1
  -29.4, ?, 7.1%, 6.2%, -18.2%, 10.0%, -10.9, -2.3, 9.8%
CNC(=O)CSc1nnc(-c2cnccn2)n1C
  -2.4, 0.0%, -16.4%, -2.1%, -4.3%, -0.7%, -1.0, -11.3, 0.7%
C=CC[C@H](CC(=O)N(CCO)Cc1ccccc1)C(=O)N[C@@H](C)COC(=O)[C@H](CC=C)CC(=O)OC(C)(C)C
  16.6, -4.4%, 9.8%, -6.5%, 2.4%, 1.2%, 43.4*, 5.0, 3.2%
Cn1c(SCC(=O)NCCC2=CCCCC2)nnc1C(F)(F)F
  -70.0*, 4.6%, 2.3%, 10.6%, ·, 20.6%, -5.0, -21.6, 2.6%
COC(=O)C1C2C=CC(C3CC23)C1C(=O)OCC(=O)c1ccc(OC)cc1 (configuration not stated)
  23.3, ?, 14.3%, 3.5%, 2.0%, -10.3%, -0.8, 3.2, -7.3%
CN1CCCN(Cc2nc(-c3cccc(C(F)(F)F)c3)no2)CC1
  23.3, 4.0%, -6.5%, -2.3%, ?, -8.3%, 4.0, -14.4, -12.5%
Cc1ccc(Cn2nnc3c(=O)[nH]c(C4CCN(S(=O)(=O)/C=C/c5ccccc5)CC4)nc32)cc1
  -17.2, -0.4%, -4.8%, 15.6%, ?, ?, 2.0, ?, -23.8%
Cc1cc2c(c(=O)n1C1CC1)C(c1cccc(Cl)c1)C(C#N)=C(N)O2 (configuration not stated)
  0.2, -9.0%, 22.2%, 4.3%, -4.5%, -5.4%, -1.3, -19.8, -9.7%
